Source: PubChem BioAssay
MrgX1 ag: agonists of human MrgX1 receptor | MrgX1-HEK293 cells, Fluo-4 calcium fluorescence, agonist mode; active compounds read high | B-score at 10 µM | 310,000 tested, 0.44% active | AID 588627;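 active means calcium response B-score plate-corrected fluorescence ratio at least 3 library SD, with starting fluorescence B-score inside 5 SD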
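System – MrgX1-expressing HEK293 cells · Incubation – cells plated overnight, dye loaded 0.5 h 37 °C, 0.5 h room temperature · Technique – kinetic Fluo-4 NW fluorescence of intracellular calcium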
RGS4 inh: inhibitors of human RGS4. 310,000 tested, 0.45% active. AID 463165. B-score at 10 µM. HEK293 M3R/RGS4 inducible, Fluo-4 calcium flux; active compounds read high; triggered by carbachol at its EC20. P49798;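 active means B-score, a plate-corrected calcium signal, over three deviations above library mean, with baseline fluorescence within five deviations of library mean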;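 further: RGS4 expression induced by doxycycline in cells with stable M3 receptor; B-score is computed from the integrated fluorescence ratio over baseline after carbachol; higher B-score means a larger calcium signal and so more RGS4 inhibition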
TRPC4 agonist: activators of mouse TRPC4 channel; Q9QUQ5; AID 2237; B-score at 10 µM; 310,000 tested, 0.49% active; HEK293 TRPC4beta/mu-opioid, Fluo4 calcium fluorescence; active compounds read high;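 active means B-score above 5 SD of library B-scores, and initial fluorescence ratio not above library mean plus 5 SD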;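 further: positive B-score marks a calcium rise read as TRPC4 activation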
Target sequence (Q9QUQ5 whole entry, looked up): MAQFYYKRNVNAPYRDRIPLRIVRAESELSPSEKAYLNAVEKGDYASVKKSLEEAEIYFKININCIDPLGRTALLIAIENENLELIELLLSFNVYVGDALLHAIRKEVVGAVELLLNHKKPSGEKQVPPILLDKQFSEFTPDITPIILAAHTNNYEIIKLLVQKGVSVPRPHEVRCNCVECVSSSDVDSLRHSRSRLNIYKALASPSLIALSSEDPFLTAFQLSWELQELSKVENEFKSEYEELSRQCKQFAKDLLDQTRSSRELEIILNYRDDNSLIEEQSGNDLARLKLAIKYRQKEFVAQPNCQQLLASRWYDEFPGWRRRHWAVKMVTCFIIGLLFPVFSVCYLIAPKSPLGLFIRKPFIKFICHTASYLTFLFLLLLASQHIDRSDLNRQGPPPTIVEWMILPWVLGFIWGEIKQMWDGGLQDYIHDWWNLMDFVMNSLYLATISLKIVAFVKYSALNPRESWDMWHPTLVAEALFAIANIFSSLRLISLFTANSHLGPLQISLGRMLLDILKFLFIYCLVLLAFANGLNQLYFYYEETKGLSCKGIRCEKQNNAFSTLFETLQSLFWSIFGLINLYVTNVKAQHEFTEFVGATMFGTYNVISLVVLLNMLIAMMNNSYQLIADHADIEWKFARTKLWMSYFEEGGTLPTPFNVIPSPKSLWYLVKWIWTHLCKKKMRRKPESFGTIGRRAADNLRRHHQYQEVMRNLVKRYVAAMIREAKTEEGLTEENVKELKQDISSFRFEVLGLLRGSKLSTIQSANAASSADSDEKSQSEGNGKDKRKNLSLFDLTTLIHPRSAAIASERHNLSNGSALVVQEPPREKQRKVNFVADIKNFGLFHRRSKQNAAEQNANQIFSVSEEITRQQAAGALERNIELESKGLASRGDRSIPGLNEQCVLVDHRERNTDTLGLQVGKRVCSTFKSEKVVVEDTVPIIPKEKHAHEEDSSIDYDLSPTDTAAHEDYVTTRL
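Assay system: HEK293 stable line with TRPC4beta plus mu-opioid receptor; schedule: 45 min room-temperature Fluo4 loading, 110 s read; technique: kinetic Fluo4 calcium fluorescence; evaluation: integrated baseline-normalised fluorescence ratio, converted to per-well B score; controls: buffer (low) and maximal DAMGO (high)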
TRPC6 act: mouse TRPC6 channel activation; HEK293-TRPC6 membrane potential dye fluorescence; active compounds read high; B-score at 10 µM; 310,000 tested, 0.13% active; AID 2550;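 active means B-score of the integrated fluorescence ratio above library mean plus 3 SD, and starting fluorescence ratio within library mean plus 5 SD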;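 further: higher score means more depolarization so channel activation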
TRPC4 block: TRPC4 (mouse) channel inhibition. 300,000 tested, 0.39% active. AID 2247. Q9QUQ5. HEK293 TRPC4beta/mu-opioid, DAMGO-evoked Fluo4 calcium flux; active compounds read low. B-score at 10 µM;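 active means B-score over 3 SD under the library average, no early fluorescence shift, positive overall ratio signal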
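Assay system: Stable TRPC4beta/mu-opioid receptor HEK293 cells | Reagent: DAMGO in two steps, submaximal then maximal | Compound dosing: Single concentration per test compound | Signal: Fluo4 Ca2+ flux fluorescence | Evaluation: Per-well B score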
ANO1 activ: activators or potentiators of mouse TMEM16A chloride channel. HEK293 TMEM16A/YFP-H148Q/I152L, iodide quench fluorescence; active compounds read low. B-score at 10 µM. 340,000 tested, 0.3% active;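 active means fluorescence-ratio B-score plate-corrected deviation score at least 3 library SD below zero, with starting fluorescence score within 5 deviations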;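 further: channel opened by trigger with iodide after compound preincubation; score built on the fluorescence ratio of max minus min over baseline; more negative score means more quench and so TMEM16A activation or potentiation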
TMEM16A inh: blocks the mouse calcium-activated chloride channel TMEM16A; Q8BHY3; HEK293 TMEM16A/YFP iodide influx fluorescence, ionomycin; normalized B-score (activity score, 25-100; higher = stronger inhibition) at 10 µM; 310,000 tested, 1.2% active;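 active means ratio plate-corrected score three or more library SD toward inhibition, starting fluorescence score within five deviations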;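 further: score derived from kinetic fluorescence span divided by baseline fluorescence per well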
MrgX1 antagonist: antagonists of human MrgX1 receptor. Q96LB2. MRGX1-HEK293 calcium flux, Fluo-4, BAM8-22 antagonism; active compounds read low. B-score at 10 µM. 310,000 tested, 1.3% active. AID 588676;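 active means calcium-response B-score plate-corrected more than 3 library SD below zero, starting fluorescence within 5 deviations, no agonist response on first addition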;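 further: peak minus trough fluorescence over baseline after final BAM8-22 challenge near maximal dose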
MrgX1 PAM: allosterically activates human MrgX1 receptor signaling; MrgX1-HEK293, Fluo-4 calcium flux, FDSS; active compounds read high; AID 588675; 310,000 tested, 0.63% active; B-score at 10 µM; Q96LB2;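 active means plate-corrected calcium response at least 3 library SD above typical, normal starting fluorescence, not activating the receptor alone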;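 further: compound read alongside a low EC10 to EC30 dose of BAM8-22 agonist; peak minus trough fluorescence over baseline measured at the second addition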
TRPC4 potent: allosteric potentiators of mouse TRPC4 channel | Q9QUQ5 | HEK293 TRPC4beta/mu-opioid, DAMGO EC20, Fluo-4 Ca2+ flux; active compounds read high | B-score at 10 µM | 310,000 tested, 0.42% active | AID 2227;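 active means B-score of calcium response area above 5 SD of library B-scores, with initial fluorescence ratio within 5 SD of library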;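 further: B-score of integrated fluorescence ratio over time as area under calcium response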
TRPC6 inhibitor: inhibitors of mouse TRPC6 channel | Q61143 | HEK293-TRPC6, membrane potential dye, ACh-evoked depolarization; active compounds read low | B-score at 10 µM | 310,000 tested, 1.1% active;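 active means B-score under library mean minus 3 SD, initial fluorescence not abnormally high, positive integrated signal ratio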;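 further: B-score derived from integrated fluorescence ratio over the kinetic read; more negative B-score means stronger inhibition of depolarization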
* hit, by the source's call; i = inactive; · = not tested or not shown. Hits appear at their usual frequency, and some 5.8% of all compounds hit somewhere here.

Values run as follows: MrgX1 ag	RGS4 inh	TRPC4 agonist	TRPC6 act	TRPC4 block	ANO1 activ	TMEM16A inh	MrgX1 antagonist	MrgX1 PAM	TRPC4 potent	TRPC6 inhibitor
CC(Sc1ccc2nnc(-c3ccc(F)cc3)n2n1)C(=O)O (stereo not given)
→ i	i	i	i	i	i	i	i	i	i	i
O=C(Nc1c2c(nn1-c1ccc([N+](=O)[O-])cc1)CS(=O)(=O)C2)c1ccco1
→ i	i	i	i	i	i	i	i	i	i	i
C=CCc1ccc(OCCOCCN(C)C)c(OC)c1
→ i	i	i	i	i	i	i	i	i	i	i
O=S(=O)(c1ccc(NC(=S)Nc2ccc3c(c2)OCO3)cc1)N1CCOCC1
→ i	i	i	i	i	i	i	i	i	i	i
COc1ccc(C(=O)NCC(=O)NCC(=O)OCC(=O)c2ccc(Br)cc2)cc1
→ i	i	i	i	i	i	i	i	i	i	i
CN1C(=S)SC(/[N+]([O-])=C/c2c(F)cccc2Cl)C1(C)C (stereo not given)
→ i	i	i	i	i	i	i	i	i	i	i
O=C(Nc1ccc(S(=O)(=O)N2CCCCC2)cc1)C1CC(=O)N(c2ccc(Cl)cc2)C1 (stereo not given)
→ i	i	i	i	i	i	i	i	i	i	i
COc1cc(Cl)cc(C2NC(=S)NC(c3ccccc3)=C2C(C)=O)c1OCC(=O)O (stereo not given)
→ i	i	i	i	i	i	i	i	i	i	i
CC1(C(=O)N/N=C/c2ccc3c(c2)OCO3)CC1(Br)Br (stereo not given)
→ i	i	i	i	i	i	i	i	i	i	i
Cc1nc(N(C)C)c2sc(=S)n(-c3ccccc3)c2n1
→ i	i	i	i	i	i	i	i	i	i	i
COc1ccc(-c2csc(Cc3nnc(N4CCOCC4)n3-c3ccccc3)n2)cc1OC
→ i	i	i	i	i	i	i	i	i	i	i
O=C(N/N=C/c1ccc([N+](=O)[O-])cc1)c1cc2ccccc2o1
→ i	i	i	i	i	i	i	i	i	i	i
Cc1ccc(S(=O)(=O)CCC(=O)Nc2ccccc2C)cc1
→ i	i	i	i	i	i	i	i	i	i	i
COc1ccc(OC)c(NC(=O)COC(=O)c2ccc(-n3cnnn3)cc2)c1
→ i	i	i	i	i	i	i	i	i	i	i
COCCCn1c(C(=O)Nc2ccc3c(c2)OCO3)cc2c(=O)n3ccccc3nc21
→ i	i	i	i	i	i	i	i	i	i	i
COc1ccc(-n2c(SCC(=O)Nc3ccccc3)nc(O)cc2=O)cc1
→ i	i	i	i	i	i	i	i	i	i	i
COc1ccc(Cn2cnc3c([N+](=O)[O-])c(C)c(C)cc32)cc1
→ i	i	i	i	i	i	i	i	i	i	i
Cc1ccc(NC(=O)CN(C)S(=O)(=O)c2cccc3cccnc23)cc1
→ i	i	i	i	i	i	i	i	i	i	i
O=C(NCc1ccccn1)Nc1cc(Cl)ccc1Cl
→ i	i	i	i	i	i	i	i	i	i	i
O=C(Nc1ccc(F)cc1)c1ccc(S(=O)(=O)NCc2cccnc2)cc1
→ i	i	i	i	i	i	i	i	i	i	i
O=C1/C(=C/c2cccc([N+](=O)[O-])c2)Oc2cc(O)ccc21
→ i	i	i	i	i	i	i	i	i	i	i
CCOC(=O)N1CCN(c2cc(=O)n(-c3ccc(OCC)cc3)c(=O)[nH]2)CC1
→ i	i	i	i	i	i	i	i	i	i	i
Cn1cc(CN(Cc2ccccc2)C[C@@H]2CCC(=O)N2)c(-c2ccccc2F)n1
→ i	i	i	i	i	i	i	i	i	i	i
Cc1ccc(N2CC(C(=O)Nc3ccc(S(=O)(=O)NCC4CCCO4)cc3)CC2=O)cc1 (stereo not given)
→ i	i	i	i	i	i	i	i	i	i	i
C/C(=N\n1c(C)cc(C)c(C#N)c1=O)c1cccs1
→ i	i	i	i	i	i	i	i	i	i	i
CC(C)(C)C1COc2ccccc2N1C(=O)c1ccccc1Cl (stereo not given)
→ i	i	i	i	i	-15*	i	i	i	i	i
CCn1c(C(C)NC(=O)c2cccs2)n[nH]c1=S (stereo not given)
→ i	i	i	i	i	i	i	i	i	i	i
O=C1C=C(Nc2ccc(O)cc2)CC(c2ccco2)C1 (stereo not given)
→ i	i	i	i	i	i	i	i	i	i	i
CCOc1ccc(-n2c(=S)sc3c(=O)[nH]c(SCC(=O)N4CCC(C)CC4)nc32)cc1
→ i	i	i	i	i	i	i	i	i	i	i
Cc1ccccc1NS(=O)(=O)c1csc(C(N)=O)c1
→ i	i	i	i	i	i	i	i	i	i	i
CC(C)c1cccc(C(C)C)c1NC(=O)COc1nncc2ccccc12
→ i	i	i	i	i	i	i	i	i	i	i
CN1CCc2c(n(CC(O)CN(CCO)CCO)c3ccccc23)C1=O (stereo not given)
→ i	i	i	i	i	i	i	i	i	i	i
CCC1=[N+]([O-])C(C)(/C(C)=N\O)N(O)C1(C)C (stereo not given)
→ i	i	i	i	i	i	i	i	i	i	i
O=C(Nc1ccc2c(c1)OCCO2)c1cc2sccc2n1Cc1ccccc1
→ i	i	i	i	i	i	i	i	i	i	i
CCOC(=O)c1c(S(=O)(=O)NCC(=O)Nc2ccc(OC)cc2)c(C)n(C)c1C
→ i	i	i	i	i	i	i	i	i	i	i
Nc1ccc2c3c(cccc13)CC2
→ i	i	i	i	i	i	i	-7.46*	i	i	i
O=C(NCc1ccccc1)C(c1cccs1)N(Cc1cccs1)C(=O)c1cnccn1 (stereo not given)
→ i	i	i	i	i	i	i	i	i	i	i
Cc1ccc(NS(=O)(=O)c2c(C)[nH]c(C)c2C(=O)N2CCCC2)cc1Cl
→ i	i	i	i	i	i	i	i	i	i	i
CCOc1ccc(N(CC(=O)NCCc2ccccc2)C(=O)c2csnn2)cc1
→ i	i	i	i	i	i	i	i	i	i	i
CC1Nc2ncnc(N3CCN(c4ccccc4)CC3)c2N(Cc2ccccc2)C1=O (stereo not given)
→ i	i	i	i	i	i	i	i	i	i	i
C#CCNC(=O)C1=C[C@@H](c2ccc3c(c2)OCO3)[C@H](CCCO)[C@@H](OCC)O1
→ i	i	i	i	i	i	i	i	i	i	i
COc1cccc(-c2csc(N3CCN(C(=S)Nc4ccccc4Cl)CC3)n2)c1
→ i	i	i	i	i	i	i	i	i	i	i
O=C(c1ccc2nc(Cc3ccccc3F)oc2c1)N1CCCC1
→ i	i	i	i	i	i	i	i	i	i	i
Cn1c(N2CCCC2)nc2c1c(=O)[nH]c(=O)n2C
→ i	i	i	i	i	i	i	i	i	i	i
Cn1c(C(N)=O)cnc1Sc1ncc(C(F)(F)F)cc1Cl
→ i	i	i	i	i	i	i	i	i	i	i
COc1ccc(/C=C2\SC(=S)N(CC(=O)OCC(=O)Nc3cc(Cl)cc(Cl)c3)C2=O)cc1
→ i	i	i	i	i	i	i	i	i	i	i
Cc1cccc(/C=N/n2c(-c3ccco3)n[nH]c2=S)c1
→ i	i	i	i	i	i	i	i	i	i	i
CN(/C(=N\S(=O)(=O)c1ccccc1)C(F)(F)F)c1ccccc1
→ i	i	i	i	i	i	i	i	i	i	i
CN(C)c1ccc(S(=O)(=O)c2ccc(Cl)cc2)cc1
→ i	i	i	i	i	i	i	i	i	i	i
CCOc1nc(-c2ccc(OC)cc2)ccc1-c1noc(C)n1
→ i	i	i	i	i	i	i	i	i	i	i
COc1ccc(-c2cc(Nc3ccccc3NC(=O)C(F)(F)F)n(CCC#N)n2)cc1
→ i	i	i	i	i	i	i	i	i	i	i
CCOc1ccc(CCNC(=O)c2cc3sccc3n2CC)cc1OCC
→ i	i	i	i	i	i	i	i	i	i	i
O=C(CSc1nnc(C2COc3ccccc3O2)o1)N1CCCC1 (stereo not given)
→ i	i	i	i	i	i	i	i	i	i	i
CCNC(=O)NC(=O)COC(=O)CCCSc1nc2ccccc2[nH]1
→ i	i	i	i	i	i	i	i	i	i	i
CCCS(=O)c1nc(C)cc(C)c1S(C)(=O)=O (stereo not given)
→ i	i	i	i	i	i	i	i	i	i	i
CCCCCc1c(C)nc(N2CCOCC2)[nH]c1=O
→ i	i	i	i	i	i	i	i	i	i	i
CC(=O)c1cnc2c(-c3ccccc3)cnn2c1C
→ i	i	i	i	i	i	i	i	i	i	i
Cn1cccc1Cc1nnc(SCC(=O)NCCc2ccccc2)n1C
→ i	i	i	i	i	i	i	i	i	i	i
CC(C)Cc1nc2sc3c(=O)[nH]cnc3c2c2c1CCC2
→ i	i	i	i	i	i	i	i	i	i	i
Cc1ccc2nc(SCC(=O)NCc3ccco3)c(C)cc2c1
→ i	i	i	i	i	i	i	i	i	i	i

Additional structures follow.
Values run as follows: MrgX1 ag	RGS4 inh	TRPC4 agonist	TRPC6 act	TRPC4 block	ANO1 activ	TMEM16A inh	MrgX1 antagonist	MrgX1 PAM	TRPC4 potent	TRPC6 inhibitor
COc1ccc(N2CCN(C(=O)CCc3cc(OC)c(OC)c(OC)c3)CC2)cc1
→ i	i	i	i	i	i	i	i	i	i	i
O=C(CC12CC3CC(CC(C3)C1)C2)NCO
→ i	i	i	i	i	i	i	i	i	i	i
CC(=O)NNC(=O)c1ccncc1
→ i	i	i	i	i	i	i	i	i	i	i
COC(=O)c1cc(C(=O)c2cc(Cl)ccc2O)coc1=N
→ i	i	i	i	i	i	i	i	i	i	i
CCn1c(C)cc2c(c1=O)C(c1ccc3c(c1)OCO3)C(C#N)=C(N)O2 (stereo not given)
→ i	i	i	i	i	i	i	i	i	i	i
CCN1CCCC1CNC(=O)c1ccc(Sc2ccccc2Cl)c([N+](=O)[O-])c1 (stereo not given)
→ i	i	i	i	i	i	i	i	i	i	-7.06*
COc1ccc(CC(=O)NC2=NCCS2)cc1
→ i	i	i	i	i	i	i	i	i	i	i
CN1CCN(CCC(=O)N/N=C/c2cc([N+](=O)[O-])ccc2OC(F)F)CC1
→ i	i	i	i	i	i	i	i	i	i	i
CCOCCCNC(=O)c1cn(CC)c2ccc(S(=O)(=O)N3CCC(C)CC3)cc2c1=O
→ i	i	i	i	i	i	i	i	i	i	i
CC(=O)N1CCN(CC(=O)O)CC1
→ i	i	i	i	i	·	i	i	i	i	i
